IMPase cell inh: IMPase inhibition in cells | P97697 | CHO-M1 cells, IP1 accumulation, HTRF TR-FRET ratio | inhibition (IP1 accumulation), % at 46.1 µM | 120,000 tested, under 10 active | AID 901; active means well fitted curve in the direction sought with a large enough effect in the signal ratio, not every such curve was filed as active; inconclusive means small, poorly fitted or top-dose-only effect, or a change in a side signal; inactive means no such curve, though single readings can be large or run the other way; the % refers to the signal ratio;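 further: cells stimulated with carbachol in lithium chloride buffer; plate controls were DMSO basal wells for no effect and reference inhibitor wells for full effect; higher means more IMPase inhibition seen as more IP1 and lower FRET ratio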
Target sequence (P97697 whole entry, looked up): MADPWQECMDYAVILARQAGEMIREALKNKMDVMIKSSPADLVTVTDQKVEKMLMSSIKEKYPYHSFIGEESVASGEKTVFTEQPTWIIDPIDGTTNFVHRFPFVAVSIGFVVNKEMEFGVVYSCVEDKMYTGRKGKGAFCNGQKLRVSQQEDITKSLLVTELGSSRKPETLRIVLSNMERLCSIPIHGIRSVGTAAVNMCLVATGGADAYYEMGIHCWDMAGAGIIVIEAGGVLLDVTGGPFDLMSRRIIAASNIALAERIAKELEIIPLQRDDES
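Elevated IP1 in lysates lowers TR-FRET signal (665/620 ratio and 620 channel reported). Cells were CHO-M1, given carbachol (50 uM as added) plus 50mM LiCl, pH 7.4, 30 min, 37C; compounds titrated up to 46 uM; AC50 by Hill equation.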
ALOX15B inhib: 15-hLO-2 (ALOX15B) enzyme inhibition | purified 15hLO-2, xylenol orange hydroperoxide absorbance | Potency, µM (doses to about 57.1 µM), without a hit: at the highest dose activity change, negative = inhibition, hits mostly inhibitors | 110,000 compounds, 0.56% hits | AID 881; further: potency means the concentration at half of the fitted maximal effect; nearly all actives have a fitted effect of over 60% in size; many of its hits are not listed in these tables
Target sequence (O15296 whole entry, looked up): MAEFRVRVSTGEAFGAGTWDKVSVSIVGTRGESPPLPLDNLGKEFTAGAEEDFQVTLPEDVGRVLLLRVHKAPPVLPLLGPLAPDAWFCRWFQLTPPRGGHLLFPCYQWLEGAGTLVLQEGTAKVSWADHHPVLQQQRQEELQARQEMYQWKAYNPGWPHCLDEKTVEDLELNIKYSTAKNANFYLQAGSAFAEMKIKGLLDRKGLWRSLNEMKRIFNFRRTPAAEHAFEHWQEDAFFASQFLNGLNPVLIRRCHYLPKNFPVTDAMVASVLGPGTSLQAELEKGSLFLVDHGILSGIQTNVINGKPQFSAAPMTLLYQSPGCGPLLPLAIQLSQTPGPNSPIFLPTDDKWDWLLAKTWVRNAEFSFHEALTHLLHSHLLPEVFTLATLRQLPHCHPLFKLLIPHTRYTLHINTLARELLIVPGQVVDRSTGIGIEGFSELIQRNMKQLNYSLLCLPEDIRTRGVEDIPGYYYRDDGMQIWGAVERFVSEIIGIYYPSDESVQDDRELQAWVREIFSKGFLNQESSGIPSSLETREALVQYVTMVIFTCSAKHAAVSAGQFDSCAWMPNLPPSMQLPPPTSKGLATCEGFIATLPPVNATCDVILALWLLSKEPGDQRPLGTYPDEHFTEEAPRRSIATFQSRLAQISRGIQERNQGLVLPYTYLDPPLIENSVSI
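Screening format was qHTS against 50 nM purified 15hLO-2 in Hepes pH 7.5 with detergent. Activity follows hydroperoxide formation from 45 uM arachidonic acid, measured as 573:405 nm absorbance ratio of the ferric-xylenol orange complex.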
PNC inhibitor: perinucleolar compartment assembly inhibition. 140,000 compounds, 3.1% hits. PC3M PTB-GFP, PNC prevalence imaging, 16 h; active compounds read low. activity change (PNC), negative = inhibition, % at 10 µM;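 active means readout at or below -70, meaning at least 70% loss of cells showing the perinucleolar compartment, a nuclear body marking cancer cells; inconclusive means readout between -30 and a set limit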;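 further: plate controls were DMSO wells for no effect and camptothecin positive control wells for full effect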
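PC3M cells stably expressing PTB-GFP, 750–1000 cells/well, treated 16 h at 37 °C with compound (23 nl of library stock), in duplicate. After paraformaldehyde fixation and Hoechst stain, imaged at 20x; PNC prevalence scored by image analysis.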
12-hLO inh: 12-hLO (ALOX12) enzyme inhibition; P18054; Potency, µM (highest dose often 57.1 µM), for inactives: at the highest dose activity change, negative = inhibition, actives largely listed as inhibitors; 150,000 compounds, 0.12% hits; purified 12-hLO, xylenol orange hydroperoxide absorbance; further: potency means the concentration at half of the fitted maximal effect; nearly all actives have a fitted effect of over 55% in size; many of its hits are not listed in these tables
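Hydroperoxide formation by human 12-lipoxygenase from 40 uM arachidonic acid was followed colorimetrically via ferric-xylenol orange complex, using the 573/405 nm absorbance ratio. Enzyme concentration was 150 nM, with 30 min reaction at room temperature.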
Starred values were filed as active, the others as inactive; ? = inconclusive; · = no result given; [ ] = dose if it differs, or a comment. Unless noted, the call rests on the fitted dose curve; in most records, active means well fitted curve in the direction sought with a large enough effect; inconclusive means small, poorly fitted or top-dose-only effect, or another doubt; inactive means no such curve, though single readings can be large; an effect the other way counts as inactive or inconclusive. Unless noted, on the % scale 0 is the no-effect control and ±100 the full control effect.

Start of the data: the first three records, to show the layout:
SMILES | IMPase cell inh | ALOX15B inhib | PNC inhibitor | 12-hLO inh
CCOc1ccc(S(=O)(=O)Nc2nc3ccc(OC)cc3s2)cc1 | -1 | -4% | 2 | -7%
COc1cc(OC)nc(NC(=O)CSc2nc3ccccc3o2)n1 | -9 | 11%[2.29 µM] | ? | -5%
O=C(CCn1nnc2ccccc2c1=O)NCC1CCC(C(=O)O)CC1 (stereo not given) | 7 | 2% | 8 | 0%

This part in full, previewed entries included:
SMILES | IMPase cell inh | ALOX15B inhib | PNC inhibitor | 12-hLO inh
CCOc1ccc(S(=O)(=O)Nc2nc3ccc(OC)cc3s2)cc1 | -1 | -4% | 2 | -7%
COc1cc(OC)nc(NC(=O)CSc2nc3ccccc3o2)n1 | -9 | 11%[2.29 µM] | ? | -5%
O=C(CCn1nnc2ccccc2c1=O)NCC1CCC(C(=O)O)CC1 (stereo not given) | 7 | 2% | 8 | 0%
COc1cc(/C=C2\SC(=Nc3ccccc3)N(Cc3ccco3)C2=O)ccc1OC(C)C(=O)O (stereo not given) | · | · | ? | -6%
O=C(O)c1ccc(-c2ccccc2C(F)(F)F)s1 | · | -9%[0.0915 µM] | · | -5%[0.00818 µM]
COC(=O)c1n[nH]c2ccccc12 | -4 | 3% | ? | 1%
COc1ccc(-c2c3c(nc4sc(C(=O)Nc5cc(C)on5)c(N)c24)CCC3)cc1 | 5 | -25% | 32 | 2%
COc1ccccc1CNC(=O)C(C)NS(=O)(=O)c1ccc(C)cc1 (stereo not given) | 0 | -14% | 17 | 0%
CN(Cc1cc(C(C)(C)C)cc(Br)c1O)Cc1cc(C(C)(C)C)cc(Br)c1O | · | 3%[11.4 µM] | · | -11%[11.4 µM]
CN1CCN(C(=O)c2cc3nc(-c4ccc(F)cc4)cc(C(F)(F)F)n3n2)CC1 | 3 | 11% | 25 | 2%
CCOC(=O)c1cc(-c2ccccc2)n(CC(=O)Nc2ccc(OC)cc2)c1C | · | · | -9 | 1%
COc1ccc(C(=O)Oc2cc(/C=N/NS(=O)(=O)c3ccc(C)cc3)ccc2OC)cc1 | 8 | -4% | 26 | -10%
O=c1c2ccccc2ncn1CCCSc1ccccc1 | -4 | -5% | 0 | 1%
C=CCOc1ccc2nnc(C)n2n1 | · | · | 56 | 4%
CCCC(=O)Nc1nnc(-c2ccc(Cl)s2)o1 | 5 | 3% | 19 | 1%
COc1ccc(-c2nc3ccccc3c(=O)n2N)cc1 | 2 | 0% | 27 | -12%
COc1cccc(OC)c1OCCCN1CCOCC1 | -1 | · | ? | -1%
CC(=O)Nc1cc(S(=O)(=O)Nc2ccccc2C)c(C)cc1C | 1 | · | 23 | 11%
COCCCn1c(SCC(=O)Nc2nnc(C)s2)nnc1-c1ccoc1C | -2 | -3% | 45 | 6%
O=S(=O)(c1ccc2ccccc2c1)n1cnc2ccccc21 | 8 | 16% | -24 | -7%
CC/C(C)=C1\SC(N2CCN(C(C)=O)CC2)=NC1=O | -1 | 4% | 21 | 2%
COc1cccc(C2=Nn3c(nnc3-c3ccccc3O)SC2)c1 | 4 | -16% | 42 | 2%
COC(=O)Cn1c(=NC(=O)c2ccc(Cl)s2)sc2cc(C)ccc21 | · | · | -119* | 3%
Cc1ccc(NC(=O)C2(c3ccccc3)CC2(Cl)Cl)cc1C (stereo not given) | 9 | 5% | 6 | -1%
Cc1nc(SCC(=O)N2CCOCC2)c2ccsc2n1 | -2 | -6% | 38 | -2%
O=c1c2cnn(-c3ccccc3)c2nc(-c2cccs2)n1-c1ccc(Cl)cc1 | 3 | -13% | ? | 2%
c1ccc2cc(-c3cc(-c4cc(-c5ccc6ccccc6c5)on4)no3)ccc2c1 | · | 14%[11.4 µM] | · | -5%[11.4 µM]
COc1ccccc1Cn1nnc2c(=O)[nH]c(C3CCN(C(=O)c4ccccc4Cl)CC3)nc21 | 2 | 2% | -24 | -6%
CC(C)N(C(=O)CSc1nnnn1C1CCCC1)C(C)C | -6 | -1% | -16 | 0%
C=C(C)Cn1c(CNC(C)=O)nc2ccccc21 | -14 | · | -17 | 2%
O=C(CNC(=O)c1ccc(Br)cc1)NCC(=O)OCC(=O)c1ccc([N+](=O)[O-])cc1 | · | · | 9 | -1%
Cc1ccccc1C(=N)c1ccccc1Cc1cccc2ccccc12 | · | -1%[11.4 µM] | · | 3%[11.4 µM]
CC1(CCC#N)N=C(SCCC#N)N(c2ccccc2)C1=O (stereo not given) | 9 | 0% | 20 | 1%
Cc1cc(C)n2c(SCC(=O)Nc3ncc(C(F)(F)F)cc3Cl)nnc2n1 | -3 | 5% | 11 | 2%
CC(C)C(OC(=O)c1ccco1)C(=O)NCc1ccccc1 (stereo not given) | 6 | 3% | ? | -6%
COc1ccc(C(=O)c2sc3nc(-c4ccccc4)ccc3c2N)cc1OC | -10 | ? | 9 | -4%
COC(=O)c1cc(N=CC2=C(O)CC(C)(C)CC2=O)cc(C(=O)OC)c1 | · | · | 44 | -2%
CNc1nc(C)cc(C)c1S(=O)(=O)c1ccc(C)cc1 | 0 | -1% | 16 | 1%
CC1CCN(c2ncnc3c2cnn3Cc2ccc(Cl)cc2)CC1 | 7 | 27% | 9 | -13%
Cc1ccc(N2CC(C(=O)NCC3CCCO3)CC2=O)cc1Cl (stereo not given) | -3 | -2% | -10 | 3%

Complete entries, looked up by structure. Order of values: IMPase cell inh | ALOX15B inhib | PNC inhibitor | 12-hLO inh
CC(C)N(C(=O)CSc1nnnn1C1CCCC1)C(C)C reads -6 | -1% | -16 | 0%
COC(=O)Cn1c(=NC(=O)c2ccc(Cl)s2)sc2cc(C)ccc21 reads · | · | -119* | 3%
COc1cccc(C2=Nn3c(nnc3-c3ccccc3O)SC2)c1 reads 4 | -16% | 42 | 2%

Additional compounds:
SMILES | IMPase cell inh | ALOX15B inhib | PNC inhibitor | 12-hLO inh
O=C(Cc1ccc(Nc2nc3ccc(Br)cc3[nH]2)cc1)NCCc1cccs1 | 4 | 25% | 11 | -1%
N=C(N)SCc1ccccc1Cl | · | · | 38 | 5%
CCCNC(=O)Cn1cnc2sc(C(=O)N3CCN(CCC)CC3)c(C)c2c1=O | 4 | -7% | -30 | 1%
CC1(C)CC(=O)c2cc(OCC(=O)N3CCN(c4ccccc4F)CC3)ccc2O1 | 6 | 4% | ? | -1%
S=C(Nc1ccccc1Cl)N1CCN(Cc2ccccc2)CC1 | · | · | -17 | 1%
c1ccc2c(c1)ccc1ccccc12 | · | -6% | · | 0%
Cc1ccc(NC(=S)NC2CCCC2)cc1 | 1 | -15% | 71 | 1%
COc1ccc(Oc2ncc3nc(-c4ccccc4)c(=O)n(C4CC4)c3n2)cc1 | · | -10% | · | 2%
CCOc1ccccc1OCCOc1ccccc1CC | 7 | -13% | 10 | -1%
OCCCCNCc1ccc(OCc2ccccc2)cc1 | 6 | · | ? | 0%
CCOC(=O)N1CCN(C(=O)CSCc2ccc(Cl)cc2)CC1 | 3 | -12% | 3 | -21%
COc1cc(NC(=O)C2CCCCC2)c(OC)cc1NC(=O)CCC(=O)NCc1ccco1 | 0 | -4% | -23 | -8%
CCC(OC(=O)c1nsc(Cl)c1Cl)C(=O)NCc1cccs1 (stereo not given) | 2 | · | -20 | 4%
Cc1ccc(NC(=O)CCSc2nnnn2-c2ccc3c(c2)OCO3)cc1C | 3 | 8% | 35 | -8%
O=C(c1ccc(Cl)cc1)N1CCC(O)(CSc2ccc(Cl)cc2)CC1 | 1 | 11% | -9 | -22%
CC(C)(C)NC(=S)NNC(=O)c1ccncc1 | · | · | -114* | 4%
COC(=O)C1OC2(OC1C(=O)OC)c1ccccc1-c1ccccc12 (stereo not given) | -1 | 0% | ? | 5%
COc1cc2cc(CN(CCO)C(=O)c3cccs3)c(=O)[nH]c2cc1OC | 4 | 2% | ? | 2%
Cc1cc(=O)n(CCO)c(O)c1C#N | 7 | -7% | ? | -9%
OCc1ccncc1.OCc1ccncc1.[Cl][Pt]([Cl])([Cl])[Cl] | · | 22%[11.4 µM] | · | -17%[11.4 µM]
O=C(O)CCNS(=O)(=O)c1ccc(Oc2ccccc2Cl)cc1 | -4 | 3% | -14 | -8%
Cc1c(C(=O)Nc2ccc3c4c(cccc24)CC3)cccc1[N+](=O)[O-] | · | · | 30 | 7%
CCOc1ccccc1N1C(=O)c2cccnc2C1=O | -6 | -3% | 8 | -3%
Cc1c(C(=O)N2CCN(c3ccccc3F)CC2)sc2nc(-c3ccccc3)cn12 | 4 | 23% | -19 | 0%
Cc1cc(=O)oc(C)c1C(=O)Nc1ccc(Cl)cn1 | 3 | 0% | 47 | 7%
C[C@@]1(C(NC(=O)c2ccccc2)c2ccc(-c3ccccc3)cc2)C[C@H]1C1CCCCC1 (stereo not given in full) | · | 1% | · | -2%
COC(=O)c1ccc(C(NC(=O)OCc2ccccc2)/C(I)=C/[C@@H](C)C(=O)NCc2ccc(C)o2)cc1 (stereo not given in full) | · | ? | · | -5%
O=C(c1ccc(S(=O)(=O)N2CCCCC2)cc1)c1nnc(-c2ccc(Cl)cc2)o1 | 19[9.22 µM] | -3% | -1 | -5%
CC(C)(O)[C@H](O)COc1c2ccoc2cc2oc(=O)ccc12 | · | · | 64 | -2%
O=C1CN=C(Nc2ccc(Cl)cc2)N1c1ccccc1 | -8 | 11% | 42 | 3%
CCn1ncc(CNC(=O)C2(C)CC2(Cl)Cl)c1C (stereo not given) | · | · | ? | -5%
Cc1ccc2c(c1)N(CC(=O)NC1CCC(C)CC1)C(=O)CO2 (stereo not given) | 4 | -1% | 32 | -3%
CCC1CCCCN1CCn1c(=S)[nH]c2cc(OC)c(OC)cc2c1=O (stereo not given) | 15 | 6% | -6 | -1%
O=C(CSc1nc(-c2ccccc2)cc(C(F)(F)F)n1)N1CCOCC1 | 18 | -3% | ? | -10%
CCOC(=O)C(C)Oc1cccc2c(=O)n(CC(=O)Nc3ccc(OCC)cc3)ccc12 (stereo not given) | 1 | -2% | -6 | -3%
COc1ccccc1-c1oc2ccccc2c(=O)c1OC | 0 | -7% | · | -4%
Cc1ccccc1-c1nc(CS(=O)CC(=O)NCCCN(C)c2ccccc2)c(C)o1 (stereo not given) | 6 | -8% | 41 | -3%
Cc1ccc(NC(=O)c2cccc(OCc3c(C)noc3C)c2)cc1 | 3 | 11% | 20 | 4%
Cc1ncc(N=Nc2ccccc2)c(-c2ccccc2)n1 | 5 | · | -26 | 1%
O=C(Nc1nc(=S)ss1)c1ccc(Cl)cc1Cl | 3 | ? | 21 | -1%
CC(=O)Nc1c(O)nc(SCC(=O)Nc2nnc(CC(C)C)s2)[nH]c1=O | ? | · | 1 | 1%
COc1cccc(OC)c1C(=O)OCC(=O)Nc1ccc(OC(F)(F)F)cc1 | -4 | 7% | 31 | -8%
CCc1cccc(CC)c1NC(=O)CO/N=C(\C)c1cccs1 | 10 | · | -1 | -2%
COc1ccc(Br)cc1C(=O)NCc1cccnc1 | 9 | 2% | -16 | 6%
CSc1ccccc1NC(=O)c1onc(C)c1Cl | 4 | -1% | 9 | -7%
O=C(/C=C/c1ccco1)NC(=S)Nc1ccc(Cl)cn1 | 4 | -18% | -13 | ?
CC(C)CC(NC(=O)C(CC(C)C)NC(=O)OC(C)(C)C)C(N)=O (stereo not given) | ? | · | -22 | -4%
CC(=O)N1CCN(CC(=O)Nc2c(Cl)cc(Cl)cc2Cl)CC1 | ? | -10% | -14 | 2%
O=C(CN1CCN(c2ccccc2)CC1)N1CCN(c2ccccc2)CC1 | 9[9.22 µM] | 8% | 33 | -3%
CCC(CC)C(=O)Nc1cccc(C(=O)NCc2ccco2)c1 | 3 | -6% | -115* | 4%
COc1ccccc1C(c1nnnn1C(C)(C)C)N1CCN(C(=O)c2ccco2)CC1 (stereo not given) | 2 | 4% | -12 | -2%
O=C(CCc1ccc(S(=O)(=O)N2CCOCC2)cc1)NCCc1ccccn1 | -5 | -20% | ? | -2%

Compound activity as filed in PubChem.

This is a subset; count on the stated rates, not on these rows.
